Pf Dd2 inh = P. falciparum Dd2 growth inhibitors, primary screen, SYBR Green fluorescence, single dose replicates; AID 1159554, 2015; activity change, % at 10 µM; 72 h; stronger effect = lower value; 94,000 compounds, 2.3% hits; in the data active = activity change below about -80%; inconclusive = no clear call, values can overlap the other calls
GASC1 inh = inhibitors of GASC-1 (KDM4C) histone demethylase, primary screen, biochemical, single concentration HTS. Lysine-specific demethylase 4C (Homo sapiens), Q9H3R0. GST-KDM4C 2-372, H3K9me3 peptide, LANCE TR-FRET. inhibition, % at 12.5 µM. 96,000 compounds, 0.15% hits. AID 720574, 2013;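 active = mean replicate inhibition above about 25%, with at least 55% of replicates also reaching it, limit read from the data, passing the limit was not always enough; inconclusive = only one of those two conditions met; inactive = neither condition met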
Target sequence (Q9H3R0 2-372 limits assumed): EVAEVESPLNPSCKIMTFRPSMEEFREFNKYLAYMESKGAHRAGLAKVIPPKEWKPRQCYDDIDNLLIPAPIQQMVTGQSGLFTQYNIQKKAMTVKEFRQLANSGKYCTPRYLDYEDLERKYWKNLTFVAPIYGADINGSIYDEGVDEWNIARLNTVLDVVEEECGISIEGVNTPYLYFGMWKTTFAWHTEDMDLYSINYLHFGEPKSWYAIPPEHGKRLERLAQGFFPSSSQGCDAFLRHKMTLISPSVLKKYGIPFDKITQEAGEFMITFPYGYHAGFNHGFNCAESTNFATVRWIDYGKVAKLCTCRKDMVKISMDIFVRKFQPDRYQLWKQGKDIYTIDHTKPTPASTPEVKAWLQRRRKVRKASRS
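System: N-terminal GST-fused human GASC-1 (KDM4C) fragment, residues 2-372; amount: enzyme final amount 10 nM; incubation: reaction 30 min RT, detection step 1 h RT; medium: HEPES buffer, pH 7.5, plus ascorbate; technique: LANCE TR-FRET, Eu antibody, ULight-streptavidin, EDTA, ex 340 nm, em 618/671 nm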
T cruzi growth = T. cruzi intracellular proliferation inhibitors, primary screen, cell-based, beta-gal Tulahuen parasites, NIH3T3 host, luminescence. inhibition, % at 8.34 µM. 77,000 compounds, 5.9% hits. T. cruzi beta-gal in NIH3T3, GalScreen luminescence, 90 h. AID 624255, 2012;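 active = mean inhibition above about 93%, with at least 55% of replicates each passing it, limit read from the data, passing the limit was not always enough; inconclusive = only one of those two conditions holds; inactive = neither condition holds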
C diff HTS = C. difficile growth inhibitors, primary screen, HTS. Clostridium difficile clinical isolate growth, OD600, 24 h; stronger effect = lower value. growth activity, negative = inhibition, % at 16 µg/mL (by protocol). 86,000 compounds, 0.25% hits. AID 1259249, 2017;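 active = mean growth activity at or below -80% and every replicate also at or below -80%; inconclusive = mean at or below -80% but some replicate above -80%; inactive = mean growth activity above -80%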;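 note: 0% = DMSO wells and -100% = levofloxacin 16 µg/mL wells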
The depositor's hits bear a star; u = inconclusive; x = no result given; & = joins results of further samples.

Results follow in this order: GASC1 inh | C diff HTS | T cruzi growth | Pf Dd2 inh
- COCC(=O)N1CCCCN2[C@H](CO)[C@@H](c3ccc(-c4cccc(C)c4)cc3)[C@H]2C1
 : 2.5 | -11.0 | 77.7 | 20.7
- O=C(C[C@H]1C[C@@H]2c3cc(NC(=O)C4CCC4)ccc3O[C@@H]2[C@H](CO)O1)NCc1ccc2c(c1)OCO2
 : 3.3 | 3.4 | 75.4 | 13.9
- C[C@@H]1CCCCO[C@@H](CN(C)C(=O)C2CCCCC2)[C@H](C)CN([C@@H](C)CO)C(=O)c2cc(NC(=O)Nc3ccc(F)cc3)ccc2O1
 : -0.5 | -9.8 | 89.6 | 7.4
- Cc1noc(C)c1NC(=O)N(C)C[C@H]1Oc2ccc(NC(=O)Nc3ccc(C(F)(F)F)cc3)cc2C(=O)N([C@H](C)CO)C[C@@H]1C
 : 0.6 | -8.6 | x | -20.7
- CC(C)NC(=O)Nc1ccc2c(c1)C(=O)N([C@@H](C)CO)C[C@@H](C)[C@@H](CN(C)C(=O)CCCN(C)C)OCCCC[C@@H](C)O2
 : 1.0 | 0.2 | 29.0 | 44.1
- O=C(Nc1cc(F)ccc1F)N1CCCCN2[C@@H](CO)[C@@H](c3ccc(-c4cccnc4)cc3)[C@@H]2C1
 : -0.1 | 0.7 | 82.2 | -35.6
- O=C(Nc1cc(F)ccc1F)N1CCCCN2[C@H](C1)[C@@H](c1ccc(-c3cccnc3)cc1)[C@@H]2CO
 : -1.9 | -2.0 | 70.0 | -1.1
- Cc1ccccc1-c1ccc([C@H]2[C@@H](CO)N3CCCCN(S(=O)(=O)c4ccc(F)cc4)C[C@H]23)cc1
 : -1.9 | 50.1 | 109.2* | -66.9
- CCC(=O)N(C)C[C@@H]1Oc2ncc(-c3cccc(OC)c3)cc2C(=O)N([C@@H](C)CO)C[C@@H]1C
 : 0.3 | 2.1 | -21.7 | 14.6
- C[C@@H]1CN([C@H](C)CO)S(=O)(=O)c2ccc(C#CC3(O)CCCC3)cc2O[C@H]1CN(C)C
 : -0.5 | 1.6 | -42.3 | -10.6
- COc1ccccc1C#Cc1ccc2c(c1)O[C@@H](CN(C)C)[C@@H](C)CN([C@@H](C)CO)S2(=O)=O
 : -1.0 | -0.1 | x | -64.4
- CCC(=O)N1[C@H](CN(C)C(C)=O)[C@@H](c2ccc(-c3ccc(F)cc3)cc2)[C@@H]1CO
 : -1.9 | -7.6 | 20.5 | 2.9
- C[C@H]1CN([C@@H](C)CO)C(=O)c2cc(C#CCc3ccccc3)cnc2O[C@H]1CN(C)C(=O)C1CC1
 : -0.3 | x | 18.3 | -8.1
- COCC(=O)N1C[C@H](C)[C@@H](OC)CN(C)C(=O)c2ccc(NC(=O)C3CCC3)cc2OC[C@H]1C
 : 0.8 | x | -29.5 | 40.9
- C[C@@H]1CCCCO[C@H](CN(C)Cc2ccc(C(F)(F)F)cc2)[C@@H](C)CN([C@@H](C)CO)C(=O)c2cc(NS(C)(=O)=O)ccc2O1
 : -0.5 | 7.9 | -20.3 | -78.4
- CC(C)C#Cc1ccc2c(c1)O[C@@H](CN(C)CC1CC1)[C@@H](C)CN([C@H](C)CO)S2(=O)=O
 : -0.5 | x | 52.6 | -32.8
- COc1cccc(S(=O)(=O)N[C@@H]2C=C[C@@H](CC(=O)NCc3ccncc3)O[C@@H]2CO)c1
 : -1.0 | -4.8 | -0.7 | 9.4
- C[C@H](CO)N1C[C@H](C)[C@H](CN(C)Cc2ccncc2)Oc2ccc(NS(=O)(=O)c3ccc(F)cc3)cc2C1=O
 : -2.1 | 2.2 | 69.7 | 3.3
- O=C(Nc1ccc(F)cc1)N1CC(=O)N2[C@H](C1)[C@H](c1ccc(Br)cc1)[C@@H]2CO
 : -0.8 | -5.5 | x | 34.9
- COc1ccc(CN(C)C[C@H]2Oc3ccc(N(C)C)cc3CC(=O)N([C@@H](C)CO)C[C@@H]2C)cc1
 : 0.2 | -0.8 | x | -7.5
- CO[C@@H]1CN(C)C(=O)c2ccc(NS(C)(=O)=O)cc2OC[C@@H](C)N(C(=O)C2CCC2)C[C@@H]1C
 : 0.4 | x | 35.4 | x
- C[C@@H]1CCCCO[C@H](CN(C)CC2CCCCC2)[C@@H](C)CN([C@H](C)CO)C(=O)c2cc(NS(=O)(=O)c3cccs3)ccc2O1
 : 8.6 | 13.7 | 51.8 | -8.4
- CC(C)CC#Cc1cnc2c(c1)C(=O)N([C@@H](C)CO)C[C@@H](C)[C@@H](CN(C)Cc1ccccc1F)O2
 : -3.5 | 0.0 | u | -20.4
- C[C@@H]1CN([C@H](C)CO)C(=O)c2cc(C#CC(C)(C)O)cnc2O[C@H]1CN(C)Cc1cncnc1
 : -2.0 | 0.8 | 59.4 | 8.0
- O=C(C[C@@H]1CC[C@@H](NS(=O)(=O)c2ccccc2)[C@@H](CO)O1)N1CCN(c2ccccc2)CC1
 : 0.2 | 6.9 | x | 56.8
- COCC(=O)N(C)C[C@H]1Oc2cc(C#C[C@@H](C)O)ccc2S(=O)(=O)N([C@H](C)CO)C[C@H]1C
 : 0.9 | -0.1 | 18.4 | x
- Cc1ccc(S(=O)(=O)N(C)C[C@H]2OCCCC[C@@H](C)Oc3ccc(NS(=O)(=O)c4ccc(Cl)cc4)cc3C(=O)N([C@H](C)CO)C[C@@H]2C)cc1
 : -2.5 | -2.6 | 76.0 | -27.1
- COc1cccc(CNC(=O)C[C@@H]2C=C[C@@H](NC(=O)C3CC3)[C@@H](CO)O2)c1
 : -0.2 | -0.2 | x | 10.8
- COc1ccc2c3c(n(C)c2c1)[C@@H](CO)N(C(=O)CC1CC1)CC31CN(Cc2ccccc2)C1
 : -1.5 | -6.8 | x | -27.9
- C[C@@H]1CN([C@@H](C)CO)C(=O)c2cc(-c3ccc(C#N)cc3)cnc2O[C@@H]1CN(C)C(=O)CC1CC1
 : -2.0 | 4.5 | -15.1 | 9.9
- Cc1cc(C(=O)Nc2ccc3c(c2)C(=O)N(C)[C@H]2CC[C@H](CC(=O)NC4CCCC4)O[C@H]2CO3)no1
 : 0.7 | 1.2 | -10.7 | -12.6
- O=C(C[C@@H]1C=C[C@@H](NC(=O)c2cccc(F)c2)[C@@H](CO)O1)Nc1nccs1
 : -0.4 | x | -14.3 | -13.1
- CC(=O)Nc1ccc2c(c1)C(=O)N(C)[C@@H]1CC[C@@H](CC(=O)Nc3cn(C)nc3C)O[C@@H]1CO2
 : 3.1 | -6.7 | 32.5 | 8.4
- COCC(=O)Nc1ccc2c(c1)OC[C@@H](C)N(C(=O)c1ccccc1)C[C@H](C)[C@H](OC)CN(C)C2=O
 : -0.1 | 3.6 | x | 15.9
- C[C@@H]1CCCCO[C@@H](CN(C)Cc2ccncc2)[C@@H](C)CN([C@H](C)CO)C(=O)c2cc(N(C)C)ccc2O1
 : -0.6 | -1.6 | 21.5 | 7.7
- CC(C)NC(=O)Nc1ccc2c(c1)C(=O)N([C@H](C)CO)C[C@@H](C)[C@@H](CN(C)C(=O)Nc1ccc(F)cc1)O2
 : -0.4 | -5.0 | 22.2 | 17.8
- C[C@H](O)C#Cc1cnc2c(c1)C(=O)N([C@H](C)CO)C[C@H](C)[C@@H](CN(C)CC1CCCCC1)O2
 : -1.5 | -1.5 | 7.6 | 21.1
- N#Cc1ccc(-c2ccc(C3[C@@H]4CN(C(=O)c5ccccn5)C[C@H]3N4)cc2)cc1 (some centres undefined)
 : 0.7&-1.6 | 2.3&-8.7 | x | -16.3&-65.1
- C/C=C/c1ccc2c(c1)O[C@H](CN(C)C(=O)Nc1ccc(OC)cc1)[C@@H](C)CN([C@@H](C)CO)S2(=O)=O
 : -0.3 | 0.3 | 57.0 | -7.7
- O=C(NC1CCCCC1)N[C@@H]1CC[C@H](CCNS(=O)(=O)c2ccc(F)cc2)O[C@@H]1CO
 : 0.1 | -2.0 | 0.9 | 15.9
- COc1ccc(S(=O)(=O)Nc2cccc3c2O[C@H](CN(C)Cc2ccncc2)[C@H](C)CN([C@H](C)CO)C3=O)cc1
 : 0.4 | 2.4&0.1 | x | 7.0
- CCCC(=O)Nc1ccc2c(c1)C(=O)N(C)[C@H]1CC[C@H](CC(=O)O)O[C@@H]1CO2
 : 2.4 | 15.4 | -20.1 | 6.3
- Cc1ccc(S(=O)(=O)N(C)C[C@@H]2Oc3cc(-c4cccc(F)c4)ccc3S(=O)(=O)N([C@H](C)CO)C[C@@H]2C)cc1
 : 0.2 | 17.0 | 127.1* | -53.0
- C[C@@H]1CN([C@@H](C)CO)C(=O)c2cc(NC(=O)Nc3ccc4c(c3)OCO4)ccc2O[C@@H](C)CCCCO[C@H]1CN(C)CC1CCCCC1
 : -0.2 | 0.6 | 78.8 | -71.7
- CCN(C[C@@H]1[C@H](c2ccccc2)[C@H](CO)N1C(C)=O)C(=O)c1ccccn1
 : 1.1 | -2.6 | 77.9 | 5.5
- CC(C)NC(=O)N1Cc2cc(C(=O)NC3Cc4ccccc4C3)nc(-c3cccc(-c4cccnc4)c3)c2[C@@H]1CCO
 : -0.3 | 7.1 | 86.1 | x
- COc1ccc(S(=O)(=O)N(C)C[C@H]2OCCCC[C@H](C)Oc3ccc(NS(=O)(=O)c4ccccc4)cc3C(=O)N([C@H](C)CO)C[C@@H]2C)cc1
 : -0.7 | -6.3 | 67.2 | x
- CO[C@@H](CN(C)S(=O)(=O)c1ccc(Cl)cc1)[C@H](C)CN(Cc1ccccc1Cl)[C@@H](C)CO
 : 2.6 | x | 70.5 | -28.0
- COCCNC(=O)C[C@H]1CC[C@@H](NC(=O)NC2CCCC2)[C@@H](CO)O1
 : 0.1 | 0.0 | x | 1.5
- C[C@@H]1CN([C@@H](C)CO)C(=O)c2cc(-c3ccccc3F)cnc2O[C@@H]1CN(C)Cc1ccccc1
 : 1.7 | 2.9 | 24.0 | -16.7
- C[C@@H]1CN([C@@H](C)CO)C(=O)c2cc(NC(=O)Nc3ccc(C(F)(F)F)cc3)ccc2O[C@@H]1CN(C)C(=O)Nc1ccccc1
 : 0.0 | 18.3 | x | -0.9
- Cc1cccc(S(=O)(=O)N(C)C[C@@H]2OCc3cnnn3CCCC(=O)N([C@@H](C)CO)C[C@H]2C)c1
 : -1.8 | 1.2 | -3.2 | -3.9
- CO[C@@H]1CN(C)C(=O)c2cc(NC(C)=O)ccc2OC[C@H](C)N(C(=O)c2ccccc2)C[C@@H]1C
 : 2.8 | -2.4 | -22.4 | x
- COc1cccc(NC(=O)N(C)C[C@H]2Oc3cc(-c4ccccc4OC)ccc3S(=O)(=O)N([C@@H](C)CO)C[C@@H]2C)c1
 : -3.0 | 7.1 | x | -19.0
- CN(C)C(=O)[C@H]1[C@H](CO)[C@H]2Cn3c(ccc(C4=CCCCC4)c3=O)[C@@H]1N2CC1CC1
 : 1.5 | -1.8 | 16.7 | 4.3
- C[C@H]1CN([C@@H](C)CO)C(=O)c2c(c3ccccc3n2C)-c2ccccc2CO[C@H]1CN(C)C(=O)Nc1ccc2c(c1)OCO2
 : -0.7 | 7.9 | 71.7 | -63.4
- C[C@@H]1CN([C@@H](C)CO)C(=O)c2cccc(NS(=O)(=O)c3ccc(F)cc3)c2O[C@@H]1CN(C)C(=O)Nc1ccc(C(F)(F)F)cc1
 : -0.1 | 22.7 | 60.8 | -9.4
- C[C@@H]1CN([C@H](C)CO)C(=O)CCCn2cc(nn2)CO[C@@H]1CN(C)S(=O)(=O)c1ccc(C#N)cc1
 : -0.8 | x | -29.2 | 5.3
- COc1ccc(C#Cc2ccc([C@@H]3[C@H](CO)N4CCCCN(C(=O)Nc5ccc(F)cc5)C[C@@H]34)cc2)cc1
 : -0.4 | -93.1* | 111.3* | -67.0
- COCC(=O)N1CC2(CN(Cc3ccccc3)C2)c2c([nH]c3cc(OC)ccc23)[C@@H]1CO
 : -0.1 | -7.4 | x | 10.1
- OC[C@H]1[C@@H](c2ccc(-c3ccccc3)cc2)[C@@H]2CN(Cc3ccccn3)CCCCN12
 : 0.2 | -3.2 | 92.0 | -73.3
- CCCNC(=O)N[C@@H]1CC[C@@H](CCn2cc(-c3cccc(F)c3)nn2)O[C@@H]1CO
 : -0.7 | x | -3.5 | 4.6
- C[C@@H]1CN([C@H](C)CO)C(=O)c2cc(N(C)C)ccc2O[C@@H]1CN(C)S(=O)(=O)c1ccc(F)cc1
 : 1.5 | -0.9 | x | 3.3

Record cards (already shown). Order of values: GASC1 inh, C diff HTS, T cruzi growth, Pf Dd2 inh
C[C@@H]1CN([C@H](C)CO)C(=O)CCCn2cc(nn2)CO[C@@H]1CN(C)S(=O)(=O)c1ccc(C#N)cc1 is entered as -0.8, x, -29.2, 5.3
CC(C)NC(=O)N1Cc2cc(C(=O)NC3Cc4ccccc4C3)nc(-c3cccc(-c4cccnc4)c3)c2[C@@H]1CCO is entered as -0.3, 7.1, 86.1, x
COc1ccc(S(=O)(=O)N(C)C[C@H]2OCCCC[C@H](C)Oc3ccc(NS(=O)(=O)c4ccccc4)cc3C(=O)N([C@H](C)CO)C[C@@H]2C)cc1 is entered as -0.7, -6.3, 67.2, x
